RXFP1 ag: RXFP1 (human) receptor agonism; Potency, µM (titrated, usually from 57.5 µM), inactives show top-dose activation, usual class: activators; HEK293T-RXFP1 cAMP TR-FRET, 30 min; response scale: percent of porcine relaxin response, buffer zero; actives 0.3% (n = 370,000); further: potency means the concentration at half of the fitted maximal effect; on the % scale 0 is the no-effect control and ±100 the full control effect; nearly all actives have a fitted effect of over 60% in size; many of its hits are not listed in these tables
Target sequence (Q9HBX9 whole entry, looked up): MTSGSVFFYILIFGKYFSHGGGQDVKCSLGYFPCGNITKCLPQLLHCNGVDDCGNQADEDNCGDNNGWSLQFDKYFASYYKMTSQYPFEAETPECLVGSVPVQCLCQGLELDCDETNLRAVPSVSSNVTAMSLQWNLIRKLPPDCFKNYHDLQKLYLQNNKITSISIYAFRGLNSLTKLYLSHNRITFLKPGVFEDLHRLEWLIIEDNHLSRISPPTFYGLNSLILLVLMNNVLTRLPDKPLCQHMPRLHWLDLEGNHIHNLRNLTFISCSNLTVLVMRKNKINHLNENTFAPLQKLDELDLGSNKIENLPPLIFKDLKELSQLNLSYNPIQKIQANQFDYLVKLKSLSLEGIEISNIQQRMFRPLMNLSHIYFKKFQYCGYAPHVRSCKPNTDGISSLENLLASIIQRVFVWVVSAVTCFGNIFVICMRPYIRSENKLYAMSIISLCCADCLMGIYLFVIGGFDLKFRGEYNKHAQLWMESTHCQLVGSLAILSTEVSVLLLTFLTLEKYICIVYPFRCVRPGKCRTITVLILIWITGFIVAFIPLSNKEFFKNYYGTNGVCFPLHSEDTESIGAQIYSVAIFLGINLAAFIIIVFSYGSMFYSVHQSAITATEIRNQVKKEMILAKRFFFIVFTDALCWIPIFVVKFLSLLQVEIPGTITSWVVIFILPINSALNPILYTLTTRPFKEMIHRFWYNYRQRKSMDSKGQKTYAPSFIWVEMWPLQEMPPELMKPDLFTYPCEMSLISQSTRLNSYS
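HEK293T cells stably expressing RXFP1 were pretreated with the PDE4 inhibitor Ro 20174, exposed to compounds for 30 min at 37C, lysed, and cAMP was read by TR-FRET. Data normalized to buffer (basal) and 29 nM porcine relaxin (100%).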
mIDH1 inhibitor: blocks human mutant IDH1 R132H enzyme | actives 0.093% (n = 390,000) | Potency, µM (doses to about 76.6 µM), for the others: at the highest dose activity change, negative = inhibition, most hits filed as inhibitors | IDH1-R132H enzyme, NADPH consumption, diaphorase/resazurin fluorescence; further: potency means the concentration at half of the fitted maximal effect; on the % scale 0 is the no-effect control and ±100 the full control effect; nearly all actives have a fitted effect of over 65% in size
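IDH1-R132H (0.5 ug/mL) preincubated 30 min with compound, then NADPH (0.016 mM) and alpha-KG (2 mM) added; 80 min at RT, pH 7.5. Remaining NADPH coupled via diaphorase/resazurin to fluorescence (540/590 nm); concentration-response curves normalized to no-enzyme control.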
USP1-UAF1 inh: blocks the human USP1/UAF1 deubiquitinase complex; O94782; Potency, µM (doses to about 57.1 µM), for the others: at the top dose activity change, negative = inhibition, actives largely listed as inhibitors; recombinant USP1/UAF1, Ub-Rhodamine cleavage fluorescence; actives 0.23% (n = 390,000); further: potency means the concentration at half of the fitted maximal effect; on the % scale 0 is the no-effect control and ±100 the full control effect; nearly all actives have a fitted effect of over 60% in size; inactives centre near -12
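In this screen, compounds sit with the deubiquitinase complex (1nM) for 15 min at room temperature before Ub-Rho is added at 150nM final. Fluorescence rise is then followed for 6 reads every 60 seconds.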
GRP78 ERSR act: inducers of ER stress response in human glioma cells; U87-MG GRP78 promoter luciferase reporter, 16 h; Potency, µM, for the others: at the highest dose activation, most hits filed as activators; actives 0.02% (n = 420,000); further: potency means the concentration at half of the fitted maximal effect; series mostly up to about 76 µM; % of control where 0% means no effect; nearly all actives have a fitted effect of over 35% in size
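Stably transfected U87-MG human glioma cells carrying a GRP78-based luminescent sensor were seeded at 1000 cells/well, pin-dosed with compounds and incubated 16 h. Luciferase reagent was then added, and end-point luminescence was read after 10 min at room temperature.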
Vif-A3G inh: blocks the Vif interaction with human APOBEC3G | Q9HC16 | HeLa A3G-eYFP + Vif (tagged APOBEC3G with the HIV-1 protein that degrades it), YFP fluorescence, overnight | Potency, µM (doses to about 46.1 µM), without a hit: top-dose activity, negative = active, actives largely listed as inhibitors | actives 0.076% (n = 410,000) | AID 602310;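 further: potency means the concentration at half of the fitted maximal effect; on the % scale 0 is the no-effect control and ±100 the full control effect; nearly all actives have a fitted effect of over 60% in size; hits raise eYFP signal because A3G escapes Vif-driven loss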
Target sequence (Q9HC16 whole entry, looked up): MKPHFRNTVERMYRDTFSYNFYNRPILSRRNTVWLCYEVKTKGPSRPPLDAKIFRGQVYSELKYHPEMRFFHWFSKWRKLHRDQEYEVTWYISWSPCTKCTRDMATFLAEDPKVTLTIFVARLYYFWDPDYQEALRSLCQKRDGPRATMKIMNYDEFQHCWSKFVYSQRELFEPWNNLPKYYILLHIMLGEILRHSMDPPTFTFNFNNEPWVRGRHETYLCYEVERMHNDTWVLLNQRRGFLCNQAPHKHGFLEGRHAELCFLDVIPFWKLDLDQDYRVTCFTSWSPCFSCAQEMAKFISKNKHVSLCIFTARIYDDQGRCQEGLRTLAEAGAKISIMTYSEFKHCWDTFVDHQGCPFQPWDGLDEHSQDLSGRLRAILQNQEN
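HeLa cells stably expressing Vif and C-terminally eYFP-tagged A3G, seeded overnight at 37 deg C, then exposed to compound by pintool overnight at 37 deg C. Rise in yellow fluorescence (Ex 488/Em 500-530, Acumen) marks blocked Vif-driven A3G degradation.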
Vif-APOBEC3F blk: Vif-A3F binding inhibition. HeLa A3F-eYFP + Vif (tagged APOBEC3F with the HIV-1 protein that degrades it), YFP fluorescence increase. Potency, µM (series often up to 46.1 µM), for the others: at the top dose activity, negative = active. actives 0.2% (n = 390,000); further: potency means the concentration at half of the fitted maximal effect; % of control where 0% means no effect; nearly all actives have a fitted effect of over 65% in size
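HeLa cells stably expressing Vif plus C-terminally eYFP-tagged A3F were seeded, incubated overnight at 37 deg C, dosed with compound, incubated overnight again at 37 deg C. Yellow fluorescence (Ex 488/Em 500-530) reported blocked Vif-mediated A3F-eYFP degradation.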
LDHA block: LDHA (human) enzyme inhibition; purified LDHA, NADH/diaphorase-resazurin fluorescence; stronger effect = lower value; activity change, % (values are at about 110 or 230 µM); AID 1347041; P00338; actives 0.15% (n = 480,000); in the data active means activity change below about -30%; inconclusive means mostly about -25% to -30%;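 further: plate controls were DMSO wells for no effect and wells without enzyme for full effect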
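Remaining NADH was detected by diaphorase (0.133 mg/mL) converting 37 µM resazurin to fluorescent resorufin, read at 0 and 20 minutes. The preceding 5-minute room-temperature reaction used 2 nM LDHA, 0.2 mM sodium pyruvate and 0.06 mM NADH at pH 7.4.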
TrxR1 substrate: substrates of rat thioredoxin reductase 1; purified TrxR1 substrate turnover, NADPH consumption readout; Potency, µM (series often up to 114 µM), for the others: at the top dose activity change, negative = substrate turnover; actives 0.01% (n = 390,000); O89049; further: potency means the concentration at half of the fitted maximal effect; on the % scale 0 is the no-effect control and ±100 the full control effect; nearly all actives have a fitted effect of over 50% in size
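Rat TrxR1, dispensed at 90 nM, was prereduced with 400 uM NADPH (final) for 5 min at ~22 deg C, then incubated with compound 15 min before 400 uM selenite. A first-read NADPH fluorescence drop versus no-compound background flagged substrates.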
PI4K2A inh: PI4K2A (human) kinase inhibition; Q9BTU6; purified PI4K2A, ADP-Glo luminescence, 1 h; stronger effect = lower value; activity change, negative = inhibition, % at 76.9 µM; actives 0.13% (n = 420,000); in the data active means activity change below about -50%; inconclusive means mostly about -30% to -49%;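 further: -100% = wells without enzyme as full effect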
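ADP-Glo luminescence measured ADP generated by PI4K2A enzyme (4 ug/mL before mixing) with 1.2 mM PI substrate (pre-mix) and 300 microM ATP (pre-mix). Tris pH7.5 buffer with MgCl2, Triton X-100; 1 h reaction at ambient temperature.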
Numbers without * were called inactive; u = inconclusive; x = not tested or not shown; [ ] = remark or other dose. Unless noted, the call rests on the fitted dose curve; in most records, active means well fitted curve in the direction sought with a large enough effect; inconclusive means small, poorly fitted or top-dose-only effect, or another doubt; inactive means no such curve, though single readings can be large; an effect the other way counts as inactive or inconclusive.

SMILES | RXFP1 ag | mIDH1 inhibitor | USP1-UAF1 inh | GRP78 ERSR act | Vif-A3G inh | Vif-APOBEC3F blk | LDHA block | TrxR1 substrate | PI4K2A inh
Cc1ccc(O)c(-c2n[nH]c3c2C(c2ccccc2F)N(Cc2ccco2)C3=O)c1 (stereo not drawn) | -2.4% | u | u | 3.1% | -14.1% | -2.8% | 1.5 | -4.4% | -2.8
CCO[C@@H]1OC(C(=O)N2CCN(Cc3ccc4c(c3)OCO4)CC2)=C[C@H](c2ccc(C(F)(F)F)cc2)[C@H]1CCCO | 2.3% | 11.9% | -22.8% | 0.0% | 0.9% | -5.0% | 0.9 | -2.3% | -3.1
Cc1ccc(S(=O)(=O)N2CCN(C(=O)Cn3nc(C(=O)O)c4ccccc4c3=O)CC2)cc1 | 8.0% | -1.9% | -21.5% | -1.5% | -3.9% | -8.8% | -1.1 | 10.9% | 3.1
CC(C)CNC(=O)C1Nc2ccc(C(F)(F)F)cc2C2C=CCC12 (stereo not drawn) | x | -17.7% | -19.4% | 2.5% | -8.4% | 1.4% | -8.1 | -2.3%[57.1 µM] | -1.4
CCOc1ccc(S(=O)(=O)N2CC(=O)Nc3ccccc32)cc1C#N | -0.9% | 2.2% | -14.7% | -0.1% | -9.8% | 0.1% | -3.4 | 0.4% | 4.5
COc1ccccc1CSc1ncc(-c2ccc([N+](=O)[O-])cc2)[nH]1 | 0.4% | 7.4% | -19.6% | 6.1% | -0.7% | -4.8% | 8.7 | -4.2% | 2.2
Nc1nc(CN2CCCCC2)cs1 | 2.5% | -2.0% | 0.1% | -1.7% | 0.2% | -8.5% | -2.4 | -1.5%[57.1 µM] | 1.5
CCCCN1CC(N2CCN(C(=O)c3ccco3)CC2)CS1(=O)=O (stereo not drawn) | x | x | x | -4.2% | -0.4% | x | -8.5 | x | -1.8
CN(C)c1ccc(/C=N\NC(=S)SCN2C(=O)C3CCC(C)(C2=O)C3(C)C)cc1 (stereo not drawn) | 2.5% | 0.1% | -10.8% | -8.1% | -0.1% | x | 4.9 | -1.6% | -0.7
CN(Cc1ccon1)C(=O)CC1C(=O)NCCN1Cc1ccc(F)c(F)c1 (stereo not drawn) | -2.2% | 1.7% | -2.4% | -2.1% | 1.9% | -2.4% | 0.0 | 2.6% | 1.1
C[C@@]12CCC3[C@@](CCC4[C@@]3(C)CCC[C@@]4(C)C(=O)Nc3ccc(Cl)cc3)(CC1=O)C2 (stereo partly drawn) | -0.2% | -9.2% | -34.1% | -1.8% | 2.5% | 2.3% | 0.3 | 10.0% | 0.6
CC1CCCN(C(=O)N2c3ccccc3Sc3ccccc32)C1 (stereo not drawn) | -0.4% | 4.0% | 0.2% | 0.5% | 4.2% | -6.9% | 3.3 | -0.8% | -4.1
Cc1ccc(NC(=O)CCNS(=O)(=O)c2ccc3c(c2)c(=O)n(C)c(=O)n3C)cc1C | 4.7% | 12.2% | -23.8% | -2.8% | -2.3% | -7.5% | 1.7 | 0.9% | 3.3
O=C(c1ccc(COc2ccc(Cl)cc2)cc1)N1CCCCC1 | 0.8% | -8.4% | -14.2% | 5.2% | -4.3% | 0.9% | -2.2 | -12.1% | 1.2
CCCCC(CC)C(=O)Nc1cc([N+](=O)[O-])ccc1F (stereo not drawn) | 1.8% | 0.0% | -7.4% | -4.6% | -0.9% | 2.1% | -9.7 | 0.9% | 4.6
O=c1cc(CSc2ncn[nH]2)[nH]c2c(Cl)cccc12 | 18.1% | -1.3% | -28.5% | -5.0% | -3.4% | 0.5% | -6.1 | -0.2%[57.1 µM] | -3.6
Cc1ccc(NC(=O)NCCCN2CCCC2=O)cc1C | -0.9% | -8.0% | -9.7% | 13.2% | -1.1% | 1.8% | -3.6 | -0.9% | -0.7
CCOc1ccc(NC(=O)Cn2cc(S(=O)(=O)c3ccc(C)cc3)c(=O)c3cc(F)ccc32)cc1 | u | -4.5% | -7.9% | -0.4% | 3.2% | -0.4% | -6.5 | -0.4% | -0.5
CC(C)Oc1ccc2ccccc2c1CNC[C@H]1O[C@@H](n2ccc(N)nc2=O)[C@H](O)[C@@H]1O | x | 10.6% | -17.3% | -0.7% | -0.8% | -9.5% | -8.5 | x | 5.2
O=C(NNS(=O)(=O)c1ccccc1)c1ccc(S(=O)(=O)N2CCCCC2)cc1 | -0.9% | 5.0% | 0.7% | 0.2% | -0.2% | -12.4% | 6.2 | -2.3% | 2.4

Fetched by compound from above (2):
SMILES | RXFP1 ag | mIDH1 inhibitor | USP1-UAF1 inh | GRP78 ERSR act | Vif-A3G inh | Vif-APOBEC3F blk | LDHA block | TrxR1 substrate | PI4K2A inh
O=c1cc(CSc2ncn[nH]2)[nH]c2c(Cl)cccc12 | 18.1% | -1.3% | -28.5% | -5.0% | -3.4% | 0.5% | -6.1 | -0.2%[57.1 µM] | -3.6
CC(C)Oc1ccc2ccccc2c1CNC[C@H]1O[C@@H](n2ccc(N)nc2=O)[C@H](O)[C@@H]1O | x | 10.6% | -17.3% | -0.7% | -0.8% | -9.5% | -8.5 | x | 5.2

(next part)
SMILES | RXFP1 ag | mIDH1 inhibitor | USP1-UAF1 inh | GRP78 ERSR act | Vif-A3G inh | Vif-APOBEC3F blk | LDHA block | TrxR1 substrate | PI4K2A inh
O=c1[nH]c(=S)[nH]c2c1C(c1ccc(Br)cc1)c1c([nH]c(=S)[nH]c1=O)O2 | 2.8% | -0.4% | u | -4.2% | -13.1% | 7.3% | -76.5* | 0.2% | -55.6*
Oc1[nH]c2ccccc2c1N=Nc1nc(Nc2ccccc2)nc(N2CCOCC2)n1 | 2.6% | 3.3% | -19.7% | 0.9% | 4.5% | -6.3% | -6.3 | 12.0% | 4.0
CNC(=O)NC(=O)CSc1nnc(-c2ccco2)n1Cc1ccccc1 | 3.7% | -10.1% | -5.5% | -3.1% | -0.4% | -6.7% | -6.6 | -0.4% | 6.8
O=C(Cc1ccccc1)n1nc(-c2ccccc2)nc1NCc1ccco1 | 2.1% | -3.8% | -9.2% | -0.9% | -3.9% | 2.6% | 1.8 | 2.4% | -0.7
Cc1noc(C(=O)Nc2ccc(C#N)cc2)c1Cl | 7.2% | 3.4% | -17.5% | -5.5% | -3.9% | u | -4.3 | 6.8% | -3.1
O=[N+]([O-])c1ccc2[nH]c(=S)sc2c1 | x | -0.2% | -12.2% | -0.9% | -0.4% | 4.6% | -7.6 | 4.0%[11.4 µM] | 2.7
COCCNC(=S)N1CCC(NC(=O)Nc2ccc(C)cc2)CC1 | 3.3% | 5.0% | -17.6% | -3.5% | -1.3% | 1.3% | -6.8 | -1.8%[57.1 µM] | 0.9
COC(=O)CCSC(=S)N1CCOCC1 | 0.2% | 1.3% | 10.6% | 2.8% | -3.6% | -14.3% | -15.4 | 3.5%[57.1 µM] | 8.8
O=C(O)C[C@H]1c2cc(C(F)(F)F)ccc2S(=O)(=O)N1C1CCN(Cc2ccccc2)CC1 | x | -0.2% | -26.4% | -0.1% | -0.5% | 0.6% | -2.6 | 14.7%[57.1 µM] | -0.2
CC1(C(=O)Nc2ccc(Cl)c(Cl)c2)CCN1C(=O)Cc1cccc2ccccc12 (stereo not drawn) | x | x | x | -3.4% | -11.2% | x | -1.9 | x | -3.3
CCOC(=O)c1c(-c2ccccc2)csc1NC(=O)CSc1ccccc1 | -1.6% | 2.1% | -3.3% | -2.4% | 0.2% | 0.2% | 1.4 | -2.5% | 5.9
CCOC(=O)C1=C(C)Nc2ccccc2N=C1NC(=O)c1cccc(S(=O)(=O)NCc2ccccc2)c1 | 0.3% | -5.1% | -19.0% | 1.6% | -5.7% | -2.3% | 0.0 | -5.5% | 2.0
C[C@H]1CN([C@@H](C)CO)C(=O)CCCn2cc(nn2)CO[C@@H]1CN(C)S(=O)(=O)c1cccc(C#N)c1 | x | -10.6% | 0.1% | -2.5% | 1.6% | -15.5% | -8.8 | x | -4.3
O=C(NNC(=S)NC(=O)c1ccccc1)c1cccnc1 | 1.5% | -3.7% | -2.7% | 2.0% | -2.5% | -14.9% | 1.4 | -11.8% | -16.6
CN1CCN(c2nc(C#N)cc(-c3ccccc3)n2)CC1 | -0.7% | 1.4% | -18.1% | -0.7% | 2.7% | 1.8% | -5.6 | 8.2%[57.1 µM] | 8.0
C[C@@H](C(=O)NCC1CCCO1)N1C(=O)N2CCc3c([nH]c4ccccc34)[C@@]2(C)C1=O (stereo partly drawn) | 0.2% | -11.5% | -20.3% | -3.6% | -1.4% | 0.2% | -6.3 | -0.1% | 1.4
COc1ccc(NC(=O)CCCN2C(=O)C3C4C=CC(C4)C3C2=O)c(OC)c1 (stereo not drawn) | 0.0% | 0.9% | -13.4% | -4.6% | 1.2% | 4.5% | -3.5 | 3.3% | -6.6
CCOC(=O)c1c(C)oc2ccc(OCc3cc(C(=O)OC)oc3C)cc12 | -0.2% | 2.5% | u | -3.7% | 1.0% | -9.4% | -2.9 | 7.2%[57.1 µM] | 1.2
Cc1ccc(CN2CCC(c3nc4ccc(Cl)cc4[nH]3)CC2)cc1 | 0.1% | 6.0% | 3.2% | -1.4% | 1.5% | -5.6% | -1.2 | 6.6% | -1.9
CCOC(=O)N1CCC(=NNC(N)=O)C1 | x | 8.4% | -15.7% | -3.7% | 0.4% | 3.4% | -3.3 | x | 2.5

Screening data: PubChem, National Center for Advancing Translational Sciences (NCATS)

A portion of the library; the hit share may differ from the screen's.
